Screening results as filed in PubChem.
Cardiac RTF inh: cardiac RTF calcium desensitization; IANBD-labeled cardiac RTF, Ca2+ fluorescence; 0.12% of 340,000 active; P19429+P45379; inhibition, % at 7.15 µM; AID 493244;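 active = inhibition above the mean inhibition of all tested compounds plus 3 SD, cut at about 17% in these data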;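 note: assay run at fixed EC70 calcium of 1.6 mM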
C-LANA FP: KSHV C-LANA DNA binding inhibition; inhibition, % at 9 µM; MBP-C-LANA/FAM-LBS DNA binding, fluorescence polarization; 0.078% of 340,000 active;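 active = highest replicate inhibition at or above 60% at 9 µM, even if other replicates fall short; inactive = all replicates below 60% inhibition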;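 note: 0% = neutral control wells and 100% = 4 µM acridine orange control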
NSD2 inh: blocks human histone methyltransferase NSD2; O96028; NSD2 peptide methylation, AlphaScreen, 120 min; inhibition, % at 12.5 µM; 0.54% of 310,000 active; AID 743445; in the data active = inhibition above about 50%
DAGLB inh: blocks human DAGLB lipase activity | 0.059% of 340,000 active | HEK293T DAGLB membrane lysate, EnzChek fluorogenic substrate | inhibition, % at 5.17 µM | AID 504411 | Q8NCG7; in the data active = inhibition above about 34%;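 note: 0% = enzyme with vehicle and 100% = wells lacking enzyme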
Keap1 Nrf2 FP: Keap1-Nrf2 (human) interaction inhibition; Q14145; Keap1 Kelch-Nrf2 peptide fluorescence polarization, 1536-well; inhibition, % at 9.4 µM; 0.15% of 340,000 active; in the data active = inhibition above about 12%;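 note: human Keap1 Kelch domain with fluorescein labeled Nrf2 9mer peptide probe; 0% = neutral control wells and 100% = peptide positive control; higher means more block of Keap1 binding to Nrf2 peptide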
Arrestin-AP2 inh: human beta-arrestin and AP2 interaction inhibition. FITC-arrestin peptide / GST-AP2 beads, flow cytometry; AP2 beta2 appendage carries R879A mutation. inhibition, % at 10 µM. 0.31% of 340,000 active;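 active = inhibition above a set limit, near 3 SD of compounds lacking own fluorescence, cut at about 54% in these data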;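 note: plate controls were DMSO wells for no effect and 5 µM unlabelled arrestin peptide for full effect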
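System: GST-AP2 R879A glutathione beads. Medium: PBS with 0.05% Tween 20 and 0.1% BSA. Also added: FITC-arrestin peptide, 50 nM. Incubation: 12 min plus 1 h, RT. Measured by: high-throughput flow cytometry of beads, ex 488, em 535 nm. Evaluation: percent drop in bead-associated FITC signal.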
PvdQ inh: P. aeruginosa PvdQ acylase inhibition. purified PvdQ acylase, fluorescence plate reader. inhibition, % at 10 µM. 0.063% of 340,000 active; in the data active = inhibition above about 30%, passing the limit was not always enough;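 note: 0% = vehicle neutral wells and 100% = reference inhibitor wells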
SR-BI uptake up: enhances SR-BI lipid uptake from DiI-HDL; activation, % at 12.5 µM; CHO ldlA[mSR-BI] cells, DiI-HDL uptake fluorescence, 3 h; 100 = double the neutral-control signal; AID 504775; 0.096% of 320,000 active;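 active = mean replicate activation of at least 60% and every replicate at or above 60%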;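 note: 0% = median plate neutral-control signal and 100% = twice that signal; values of inactives mirror those of a sister screen read the other way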
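Assay system: LDL receptor-deficient CHO ldlA cells overexpressing murine SR-BI / Medium: BSA-supplemented, HEPES-buffered Ham's F12, pH 7.4 / Probe or stimulus: DiI-labelled HDL at 10 µg/mL final / Timing: compound with DiI-HDL co-incubation, 3 h at 37 °C / Technique: bottom-read cell fluorescence after medium removal, ex 550/em 595 nm / Measure: HDL uptake via cellular fluorescence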
PKA-R2B activ: activates the human PKA-R2B holoenzyme complex | P22694+P31323 | PKA-R2B holoenzyme dissociation, Cy5-IP20 fluorescence polarization; R2B truncated from residue 108, S112A mutant; 0% DMSO only, 100% 113 µM cGMP | activation, % at 11.4 µM | 0.079% of 340,000 active;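 active = activation above a cutoff set at the mean over all compounds plus 3 SD, cut at about 18% in these data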;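 note: higher means more holoenzyme dissociation and a rise in polarization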
Target sequence (P31323 whole entry, looked up, other chains not shown, the tested form may be a part): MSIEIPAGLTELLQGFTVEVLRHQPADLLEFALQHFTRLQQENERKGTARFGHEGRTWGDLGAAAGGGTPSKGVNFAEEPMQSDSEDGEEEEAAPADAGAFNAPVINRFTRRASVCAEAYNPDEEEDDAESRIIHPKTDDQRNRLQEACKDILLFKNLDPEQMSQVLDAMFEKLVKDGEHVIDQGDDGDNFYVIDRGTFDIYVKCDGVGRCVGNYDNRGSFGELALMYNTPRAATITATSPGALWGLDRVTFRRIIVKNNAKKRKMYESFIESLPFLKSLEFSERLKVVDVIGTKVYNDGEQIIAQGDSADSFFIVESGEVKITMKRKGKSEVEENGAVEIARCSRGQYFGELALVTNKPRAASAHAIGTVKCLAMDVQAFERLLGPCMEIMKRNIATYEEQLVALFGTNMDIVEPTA
SR-BI HDL uptake: inhibitors of mouse SR-BI mediated HDL lipid uptake; Q61009; 0.96% of 320,000 active; ldlA[mSR-BI] CHO cells, DiI-HDL uptake fluorescence, 3 h; AID 488896; inhibition, % at 12.5 µM;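 active = mean replicate inhibition of at least 70% and a set share of replicates each scoring 70 or more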;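 note: 0% = median of neutral control wells and 100% = median of positive control wells; values of inactives mirror those of a sister screen read the other way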
Target sequence (Q61009 whole entry, looked up): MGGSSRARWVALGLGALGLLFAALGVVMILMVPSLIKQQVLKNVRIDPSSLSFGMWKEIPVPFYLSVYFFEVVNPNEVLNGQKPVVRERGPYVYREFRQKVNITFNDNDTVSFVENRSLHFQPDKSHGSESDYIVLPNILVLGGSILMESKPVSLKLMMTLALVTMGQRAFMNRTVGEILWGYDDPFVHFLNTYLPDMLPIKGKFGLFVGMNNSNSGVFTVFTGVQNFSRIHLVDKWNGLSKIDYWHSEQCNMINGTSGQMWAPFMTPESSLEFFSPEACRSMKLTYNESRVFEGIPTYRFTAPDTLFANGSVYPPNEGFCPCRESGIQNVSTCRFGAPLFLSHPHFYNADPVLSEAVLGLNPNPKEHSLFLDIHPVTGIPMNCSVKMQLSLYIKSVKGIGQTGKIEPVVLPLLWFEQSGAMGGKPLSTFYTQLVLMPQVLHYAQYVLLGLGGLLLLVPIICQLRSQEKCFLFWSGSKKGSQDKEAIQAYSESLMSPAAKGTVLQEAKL
An asterisk follows results filed as active; i = inactive; . = not tested or not shown.

SMILES	Cardiac RTF inh	C-LANA FP	NSD2 inh	DAGLB inh	Keap1 Nrf2 FP	Arrestin-AP2 inh	PvdQ inh	SR-BI uptake up	PKA-R2B activ	SR-BI HDL uptake
COc1cccc(NC(=O)N2CCCC2C(=O)NCc2ccccc2F)c1 (centres undefined)	-5	2.5	1	1	-3	-2	-18	-3	-4	3
CCCCCCn1c(=O)[nH]c2nc3cc(N)c(C)cc3nc2c1=O	i	49	1	-91	27*	14	-6	20	4	-20
Cc1nc(SCC(=O)N2CCCC2=O)nc(C)c1C	5	0.2	0	0	0	40	4	-9	0	9
O=C1COc2ccc(C(=O)CSc3nnc(Cc4cccs4)n3-c3ccc(Cl)cc3)cc2N1	-8	-4.6	-9	4	-2	-5	-5	4	-7	-4
O=C(NC1CCCCCC1)C(=S)NCCc1ccccc1	-5	-3.3	0	-4	3	17	21	18	-5	-18
CC(=O)Nc1ccc(C(=O)N/N=C/C2CC3C=CC2C3)cc1 (centres undefined)	0	-1.4	46	0	-5	-19	-9	10	-5	-10
Cc1ccc(-n2c(SCC(=O)N3CCOCC3)nnc2-c2cccnc2)cc1	-10	-1.4	0	2	-1	0	18	35	-10	-35
O=C(CC(c1ccccc1)c1cc(Br)ccc1O)N1CCCCC1 (centres undefined)	-2	-0.2	7	-2	-1	5	-14	-6	-7	6
CCOc1ccc(OCCC(=O)N(CCCOC)c2c(N)n(Cc3ccccc3)c(=O)[nH]c2=O)cc1	-9	-0.1	5	4	0	-9	-9	-15	-2	15
CC(=O)c1cccc(NC(=O)C2CCN(S(=O)(=O)c3cccs3)CC2)c1	-2	-0.8	.	0	-2	-1	-8	0	7	0
O=C(O)CN1C(=O)C2C3CC(C2C1=O)C1C(c2ccc(F)cc2)c2sc(=O)[nH]c2SC31 (centres undefined)	-1	0.6	-7	-1	-4	47	3	-6	0	6
Cc1ccccc1-n1c(-c2ccncc2)n[nH]c1=S	-13	0.6	-2	1	0	-14	-16	3	-9	-3
N/C(=N\OC(=O)c1cc(-c2ccccc2)nc2ccccc12)c1cccnc1	-7	0.5	-4	-3	-3	25	1	-34	-5	34
Cc1ccc(C)n1-c1cc(S(=O)(=O)N2CCOCC2)ccc1N1CCCC1	-11	1.0	.	7	4	14	5	23	7	-23
CCCC(=O)NCCCc1nc2ccccc2n1CCC	-6	2.8	-4	-2	-3	29	1	3	-7	-3
CC(=O)OC1CC2(C)C(CCC2(O)C(C)=O)C2CCC3C(Cl)C(=O)CCC3(C)C12 (centres undefined)	7	0.1	0	0	-3	-7	-20	6	6	-6
O=C(/C=C/c1ccccc1[N+](=O)[O-])NCCc1ccc(F)cc1	-1	1.1	-2	0	1	-14	-11	9	2	-9
O=C(CNc1ccc2ccccc2c1)N/N=C/c1ccncc1	-10	-1.0	12	1	-1	-2	-16	-2	-7	2
O=c1[nH]c(=S)[nH]cc1Oc1ccccc1	-4	-0.1	-1	1	2	18	4	21	3	-21
O=C(NC(=S)N1CCOCC1)c1cc2ccccc2o1	4	0.9	17	-3	2	-22	-8	2	-1	-2
CCOC(=O)c1cnc(-n2nc(C)cc2C)[nH]c1=O	-6	1.5	-71	-1	4	30	4	.	5	.
COc1ccccc1NS(=O)(=O)c1ccc(C(=O)NCC(c2ccccc2OC)N(C)C)cc1 (centres undefined)	-3	-0.5	0	0	-1	-20	-21	-6	10	6
O=C(CSc1nnc(COc2ccc(Cl)cc2)o1)Nc1ccc(N2CCOCC2)cc1	-8	.	-1	3	.	28	-2	-33	-4	33
COc1cccc(CNC(=O)CN(C)S(=O)(=O)c2ccc3c(c2)CC(C)N3C(C)=O)c1 (centres undefined)	-3	-0.1	-3	-1	0	-10	-9	2	-3	-2
O=C(CCCN1C(=O)/C(=C/c2cccs2)SC1=S)NNC(=O)c1ccc(F)cc1	-3	-2.9	0	7	-2	26	-9	.	-7	.
(cont.)
SMILES	Cardiac RTF inh	C-LANA FP	NSD2 inh	DAGLB inh	Keap1 Nrf2 FP	Arrestin-AP2 inh	PvdQ inh	SR-BI uptake up	PKA-R2B activ	SR-BI HDL uptake
N/C(CC(=O)NCCOc1ccccc1)=N\O	-2	-1.0	0	2	1	-16	-7	19	-3	-19
COc1ccc(C(O)Cn2c(=N)n(CCCN(C)C)c3ccccc32)cc1 (centres undefined)	-2	-2.1	3	-2	3	31	1	7	5	-7
CCC(=O)c1cc2c(C)cc(=O)oc2c(C)c1O	-5	0.3	3	0	-4	-6	2	20	-2	-20
O=C(COC(=O)/C=C/c1ccc(C(F)(F)F)cc1)NCCC1=CCCCC1	2	1.1	-3	-8	2	20	-1	6	5	-6
CCN(CC(=O)Nc1c(F)cccc1F)C(=O)/C=C/c1cn(Cc2ccccc2)nc1-c1cccnc1	-3	-0.4	1	-1	-2	31	3	-3	3	3
CC(=O)Nc1cc(=O)c2cccnc2[nH]1	-14	3.0	.	-2	0	8	-12	14	-1	-14
COc1cc(C(=S)N2CCOCC2)ccc1OS(=O)(=O)c1ccc(Cl)cc1	-10	-0.5	0	-3	0	13	-7	-6	3	6
O=C(c1ccccc1)c1ccc(OCC(=O)N2CCOCC2)cc1	-1	0.4	-1	-2	2	9	-13	27	1	-27
O=C(COc1ncnc2c(Cl)cc(Cl)cc12)Nc1cc([N+](=O)[O-])ccc1Cl	1	1.1	-1	1	-8	17	3	-10	4	10
CCN1CCN(C(=O)C2=C(C(=O)O)CCCC2)CC1	-5	0.5	-3	-1	6	-5	-1	-2	-7	2
Cc1cc(C)nc(N/N=C2/CCSc3ccc(F)cc32)n1	-6	-0.1	2	3	-1	-10	-4	.	-12	.
COc1cc(NC(=O)C2CCN(S(=O)(=O)c3cccc4nonc34)CC2)cc(OC)c1	-19	-0.4	1	-3	-1	5	4	-3	-4	3
COc1ccc(CN(C(=O)c2cc3ccccc3oc2=O)C2CCS(=O)(=O)C2)cc1OC (centres undefined)	-7	0.0	-7	-2	1	17	7	-3	2	3
Nc1nc(C23CC4CCC(CC(C4)C2)C3)cs1	2	-2.9	0	-2	-1	4	-2	15	-1	-15
Cc1ccc2[nH]cc(C(=O)CN3CCOCC3)c2c1	12	3.2	1	0	-5	6	3	33	10	-33
O=C(COc1ccccc1C(=O)NCC1CCCO1)Nc1ccc(Br)cc1 (centres undefined)	-3	2.1	-3	-1	0	-4	-13	-24	-4	24
CN(C)S(=O)(=O)c1ccc(C(=O)Nc2ccccc2SCCC#N)cc1	10	-1.8	0	-6	1	9	1	-21	-5	21
CCOc1ccc(C(=O)c2cc([N+](=O)[O-])ccc2Cl)cc1	6	-0.8	11	-2	-3	3	-1	-20	4	20
COc1ccc(NC(=O)CN(C)C(=O)CCSc2ccc(C)cc2)cc1	7	-4.6	20	-1	-2	6	0	-10	0	10
Cc1cnc(NC(=O)Nc2ccccc2)c(C)n1	-4	0.4	-3	-1	-1	-3	-13	.	-4	.
Cc1ccc(C(=O)N2CCc3ccccc32)cc1C	-4	-2.1	-2	-5	-7	1	3	-9	-10	9
CC1CCc2c(sc3ncnc(NCCCOC(C)C)c23)C1 (centres undefined)	7	-0.7	-5	-7	1	1	0	-75	5	75*
Cn1c(CN2CCCC(C(=O)c3ccc4c(c3)OCO4)C2)nc2ccccc21 (centres undefined)	-17	0.5	-1	0	-4	4	-6	-33	-2	33
Cn1c(=O)c(-c2ccccc2)c(O)c2ccccc21	-22	0.7	0	-2	4	25	3	20	-2	-20
O=C(O)c1cc(-c2ccc3ccccc3n2)nc2ccccc12	-6	-0.7	0	-8	2	37	11	5	13	-5

Shown in CSV form: four of the compounds above
Compound,Cardiac RTF inh,C-LANA FP,NSD2 inh,DAGLB inh,Keap1 Nrf2 FP,Arrestin-AP2 inh,PvdQ inh,SR-BI uptake up,PKA-R2B activ,SR-BI HDL uptake
CCOc1ccc(C(=O)c2cc([N+](=O)[O-])ccc2Cl)cc1,6,-0.8,11,-2,-3,3,-1,-20,4,20
COc1ccc(NC(=O)CN(C)C(=O)CCSc2ccc(C)cc2)cc1,7,-4.6,20,-1,-2,6,0,-10,0,10
Cc1cnc(NC(=O)Nc2ccccc2)c(C)n1,-4,0.4,-3,-1,-1,-3,-13,.,-4,.
Cc1ccc(C(=O)N2CCc3ccccc32)cc1C,-4,-2.1,-2,-5,-7,1,3,-9,-10,9

(further entries)
SMILES	Cardiac RTF inh	C-LANA FP	NSD2 inh	DAGLB inh	Keap1 Nrf2 FP	Arrestin-AP2 inh	PvdQ inh	SR-BI uptake up	PKA-R2B activ	SR-BI HDL uptake
CCCCNS(=O)(=O)CCNCc1ccccc1OC	-8	-0.9	.	-5	-8	6	-12	17	-2	-17
COCC1CCN(C(=O)c2oc3c(F)cccc3c2C)C1 (centres undefined)	-11	-1.5	-4	-3	-3	-6	-13	4	-2	-4
CCCCN(CC)CCNC(=O)c1cc2c(=O)[nH]c3ccc(C)cc3c2s1	-1	-10	8	-2	-7	1	-15	-11	-2	11
COc1ccc(OC(C)C(=O)NC2CCCCCCC2)cc1 (centres undefined)	3	1.2	-1	-4	2	44	7	.	-4	11
O=C(COc1ncnc2ccccc12)NC1CCCCC1	5	0.3	34	-1	-2	30	3	14	2	-14
Cc1ccc(C(=O)N/C(=C\c2ccc(-c3cccc([N+](=O)[O-])c3)o2)C(=O)NCCCN2CCOCC2)cc1	6	-0.3	6	0	-1	4	-3	-78	2	78*
c1cc2nc(C34CC5CC(CC(C5)C3)C4)[nH]c2cn1	-6	-1.5	0	1	3	4	-10	35	-5	-35
CS(=O)(=O)c1ccc(C(=O)N2CCN(C(=O)c3ccco3)CC2)cc1	-14	1.9	-1	1	-4	-6	-12	52	-4	-52
O=C(O/N=C\c1ccc(N2CCCCC2)c([N+](=O)[O-])c1)c1cccc(Cl)c1	-9	-1.9	4	-3	-3	12	-10	-45	-4	45
COc1ccccc1C(=O)N/N=C/c1ccc2c(c1)OCO2	-1	1.1	-6	2	-3	-5	-7	0	1	0
O=C(COc1ccccc1[N+](=O)[O-])NCC1COc2ccccc2O1 (centres undefined)	-11	1.8	5	-1	-3	23	-4	-1	-3	1
CCc1noc(C)c1C(=O)Nc1nc(-c2ccc(NC(C)=O)cc2)cs1	-9	1.4	-9	0	3	30	-5	-36	-2	36
CC1CCCC(NC(=O)CCNC(=O)c2ccc(Br)cc2)C1C (centres undefined)	0	-0.8	-1	1	-2	-8	-15	11	-10	-11
COc1cc(NC(=O)CSc2nnc(C)s2)cc(OC)c1OC	8	0.3	-4	-1	-3	4	-18	-6	10	6
Cc1ccc(NC(=O)CSCc2ccco2)cc1	-5	-0.1	3	-3	0	34	6	9	4	-9
COc1ccc(NC(=O)N2CCc3ccccc3C2)cc1OC	-7	1.5	.	1	3	-4	-13	-30	-9	30
O=C1CSC(c2cccnc2)N1C1CCCCC1 (centres undefined)	-32	5.2	-2	0	-1	7	-12	-2	1	2
Cc1nn(-c2cccc(Cl)c2)c2c1C(c1cccnc1)C(C#N)=C(N)O2 (centres undefined)	-5	2.0	0	13	-5	-3	-11	-12	-10	12

Compounds as they come. About 2.1% of those tested had a hit in this group.
